PPARg SRC1 recr = PPARgamma agonists recruiting SRC-1 coactivator, primary screen, biochemical; PPARgamma-SRC-1 coactivator recruitment biochemical assay; AID 631, 2007; Peroxisome proliferator-activated receptor gamma (Homo sapiens), P37231; activation, % at 8 µM; actives 0.41% (n = 200,000); in the data active means activation above about 19%;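 further: 0% = DMSO and 100% = reference agonist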
TLR4-MyD88 BLA = inhibitors of TLR4-MyD88 association in cells, primary screen, cell-based, HeLa CL3-4, BLA complementation, FRET ratio; actives 0.18% (n = 200,000); AID 861, 2007; HeLa CL3-4 TLR4/MyD88 BLA complementation; inhibition, % at 8.4 µM; in the data active means inhibition above about 25%;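 further: 0% = vehicle and 100% = reference inhibitor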
RAM inhibit = inhibitors of the yeast RAM network, primary screen, dse1pr::URA3 reporter, 5-FOA selection; S. cerevisiae dse1pr::URA3 reporter, 5-FOA growth OD615, 2 d; analog-sensitive cbk1-as2 kinase mutant strain; inhibition, % at 50 µM; actives 1.8% (n = 190,000);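 active means inhibition above a set limit, 3 SD over mean compound inhibition, cut at about 8.4% in these data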;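 further: 0% = DMSO-only wells with no growth and 100% = 10 µM 1-NA-PP1 full growth; inhibition rescues growth on 5-FOA so higher OD means more RAM inhibition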
PPARg SRC2 recr = agonists of PPARg-SRC-2 recruitment, primary screen, biochemical, HTS; PPARgamma LBD-SRC-2 recruitment; activation, % at 8 µM; actives 0.34% (n = 200,000); in the data active means activation above about 22%;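 further: 0% = vehicle and 100% = reference agonist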
STAT3 act = IL-6 driven STAT3 reporter potentiators, primary screen, U3A cells, luciferase, luminescence, MLSCN library; IL-6 STAT3-luciferase reporter; 100% = signal with IL-6 EC80 alone; actives 0.91% (n = 190,000); activation (% of control), % at 5.6 µM;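 active means activation above the screen-wide mean of compound activation plus 3 SD, cut at about 130% in these data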;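 further: 0% = background luminescence of wells with medium and substrate only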
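Test system: STAT3-luciferase reporter U3A cells; Detection: reporter luminescence signal; Times: 1 h compound pre-exposure, 6 h IL-6 stimulation, 37 °C; Benchmarks: IL-6-only high control; Also added: IL-6 stimulus at 33 ng/mL final.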
STAT1 inh = STAT1 signaling inhibitors, primary screen, cell-based, HTS, luciferase reporter; NIH 3T3 STAT1-luciferase reporter, IFN-gamma, luminescence; inhibition, % at 5.5 µM; AID 920, 2007; actives 0.35% (n = 200,000);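 active means inhibition above a set limit, the mean inhibition across all tested compounds plus 3 SD, cut at about 34% in these data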;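 further: 0% = IFN-gamma with DMSO and 100% = IFN-gamma with 300 µM nifuroxazide; values of inactives mirror those of a sister screen read the other way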
ROMK mod = ROMK potassium channel modulators, primary screen, cell-based, thallium flux, MLSMR library. actives 2% (n = 130,000). Tet-inducible ROMK, thallium flux fluorescence; actives lie on both sides. B-score at 10 µM;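 active means signal ratio slope over the read window, or its plate-corrected B-score, at least 3 SD from the plate mean, either direction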;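 further: B-score of the F/F0 ratio slope over 7 to 12 s after thallium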
Target sequence (P48048 whole entry, looked up): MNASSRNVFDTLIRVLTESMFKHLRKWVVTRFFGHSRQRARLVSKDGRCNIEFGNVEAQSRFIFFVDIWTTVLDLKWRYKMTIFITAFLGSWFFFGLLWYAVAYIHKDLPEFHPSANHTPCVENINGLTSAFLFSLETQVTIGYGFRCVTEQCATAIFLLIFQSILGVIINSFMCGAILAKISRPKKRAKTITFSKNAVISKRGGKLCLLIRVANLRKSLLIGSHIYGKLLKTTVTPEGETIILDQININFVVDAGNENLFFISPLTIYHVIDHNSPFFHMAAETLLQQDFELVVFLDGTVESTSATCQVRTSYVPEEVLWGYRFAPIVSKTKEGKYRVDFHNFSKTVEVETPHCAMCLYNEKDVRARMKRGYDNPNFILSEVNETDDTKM
PPARg SRC-3 ag = PPARgamma agonists recruiting SRC-3 coactivator, primary screen, biochemical. actives 0.26% (n = 200,000). activation, % at 8 µM. biochemical PPARgamma/SRC-3 coactivator recruitment assay; in the data active means activation above about 23%;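 further: 0% = DMSO and 100% = reference agonist; some compounds past the cut are filed as inactive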
S1P3 antag = S1P3 receptor antagonists, primary screen, cell-based; Sphingosine 1-phosphate receptor 3 (Homo sapiens), Q99500; CHO S1P3 NFAT-BLA reporter, FRET fluorescence, antagonist mode; inhibition, % at 4.98 µM; actives 0.27% (n = 170,000); AID 485, 2006;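 active means inhibition above the plate cutoff, the mean inhibition of test wells on that plate plus 3 SD, cut at about 28% in these data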;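 further: cells challenged with S1P at its EC80 of 0.8 µM; blue over green emission ratio from cleaved BLA substrate after 4 h stimulation; 0% = S1P-stimulated wells and 100% = unstimulated DMSO-only wells; some compounds past the cut are filed as inactive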
Target sequence (Q99500 whole entry, looked up): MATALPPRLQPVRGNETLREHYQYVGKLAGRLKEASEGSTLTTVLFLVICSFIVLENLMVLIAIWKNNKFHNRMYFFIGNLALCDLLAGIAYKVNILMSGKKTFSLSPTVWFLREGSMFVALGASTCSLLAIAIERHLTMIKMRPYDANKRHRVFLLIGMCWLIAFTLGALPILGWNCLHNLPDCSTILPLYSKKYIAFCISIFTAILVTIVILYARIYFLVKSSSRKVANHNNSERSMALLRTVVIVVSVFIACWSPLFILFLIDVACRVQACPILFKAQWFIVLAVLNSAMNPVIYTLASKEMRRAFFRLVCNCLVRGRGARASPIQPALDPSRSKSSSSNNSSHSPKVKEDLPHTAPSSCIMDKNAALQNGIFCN
TR-FRET SRC-2 ct = TR-FRET signal artefacts, primary screen, artefact control for PPARgamma SRC-2 agonist project, biochemical; actives 0.4% (n = 200,000); AID 1049, 2008; TR-FRET artefact counter-screen; stronger effect = higher value; TR-FRET ratio at 8 µM; in the data active means TR-FRET ratio above about 2000; further: inactives centre near 1500
STAT3 blocker = IL-6 driven STAT3 reporter inhibitors, primary screen, U3A cells, luciferase, luminescence, MLSCN library | IL-6 STAT3-luciferase reporter; host cell line lacks STAT1 | inhibition, % at 5.5 µM | actives 0.89% (n = 190,000);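 active means inhibition above the mean inhibition across all screened compounds plus 3 SD, cut at about 44% in these data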;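 further: 0% = DMSO only wells and 100% = 100 µM nifuroxazide control wells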
Starred values were filed as active, the others as inactive; x = no result given.

SMILES	PPARg SRC1 recr	TLR4-MyD88 BLA	RAM inhibit	PPARg SRC2 recr	STAT3 act	STAT1 inh	ROMK mod	PPARg SRC-3 ag	S1P3 antag	TR-FRET SRC-2 ct	STAT3 blocker
COc1ccccc1NC(=O)N(Cc1cc2cc(OC)c(OC)cc2[nH]c1=O)CC1CCCO1 (stereo unspecified)	4	6	0.0	5	106	0	-0.027	1	16	1426	-4
Cc1oc2c(c1C(=O)N1CCOCC1)C(=O)c1ccccc1C2=O	-2	-5	0.4	-9	103	7	-0.021	-3	-21	1405	8
Cc1cc(NC(=O)C2C3C=CC(C3)C2C(=O)O)no1 (stereo unspecified)	7	-4	0.9	4	97	-1	-0.77	13	x	1649	3
O=C(NC(NC(=S)Nc1ccccc1C(=O)O)C(Cl)(Cl)Cl)c1cccc([N+](=O)[O-])c1 (stereo unspecified)	-5	11	0.1	12	100	4	x	-2	x	1625	12
CCn1c(=O)cc(N2CCOCC2)[nH]c1=O	14	-14	1.3	0	95	-5	-0.41	0	-15	1583	7
COc1cc(CN(C)C(C)C(=O)Nc2ccc([N+](=O)[O-])cc2Cl)ccc1OC(F)F (stereo unspecified)	12	-15	0.7	-1	103	3	x	-2	3	1529	-8
COc1cccc(C(=O)Nc2ccc(NC(=O)C(C)(C)C)cn2)c1	5	0	0.0	10	55	16	-0.041	11	x	1717	58*
CCC(CC)NC(=O)CCc1nc2ccccc2c(=O)[nH]1	7	2	-0.5	4	101	-3	-0.59	5	x	1607	5
O=C(O)C1CC=CCC1C(=O)NNS(=O)(=O)c1ccccc1 (stereo unspecified)	6	-7	-0.7	1	106	-1	0.58	2	1	1528	4
Cc1noc2ncnc(N3CCN(c4ccc(F)cc4)CC3)c12	1	5	2.9	-4	73	5	-1.2	-2	-6	1480	35
CCCc1nc2c(nnn2Cc2ccccc2)c(=O)[nH]1	-2	3	0.8	3	104	3	x	1	0	1502	0
Cc1ccc(N2C(=O)N(CC(=O)NCc3ccc(Cl)cc3)C(=O)C2C)cc1 (stereo unspecified)	0	-4	0.7	6	103	5	x	-8	x	1409	0
CCc1ccc2c(c1)[C@H]1OCC[C@H]1[C@@H](c1cccs1)N2	6	-1	1.0	-4	101	3	x	2	-8	1545	1
COC(=O)c1cc(NC(=O)C2CCCN(S(=O)(=O)c3c(C)n[nH]c3C)C2)cc(C(=O)OC)c1 (stereo unspecified)	-2	2	5.3	-3	101	5	0.9	-4	-1	1628	8
O=C(NCCOC12CC3CC(CC(C3)C1)C2)c1cccc(Br)c1	-5	-13	3.2	0	107	-3	-0.6	-1	x	1408	-1
COc1cccc(C(=O)Nc2ccccc2N2CCOCC2)c1	1	10	1.9	10	92	2	-1.4	-4	-3	1700	13
CCN(CCCNC(=O)Cn1ncc2c(=O)oc3ccccc3c21)c1cccc(C)c1	-1	8	0.3	-5	85	3	x	-3	4	1654	23
Cc1ccc2nsnc2c1NC(=O)c1cncc(Br)c1	3	-2	5.5	-11	103	4	0.59	-2	-20	1582	-1
CCN1C(=O)/C(=C2/Sc3ccc(OC)cc3N2C)SC1=Nc1ccc(C)cc1	-3	-6	x	-2	99	-17	0.63	12	x	1616	5
CCOC(=O)c1[nH]c(C)c(C)c1C	8	-9	-0.4	5	85	0	-0.062	6	2	1624	19
CC(C)(C)c1ccc(C(=O)NNC(=O)C2CCCCC2)cc1	-2	-22	1.6	0	94	6	x	4	-18	1425	3
Cc1ccc2[nH]c3c(=O)n(N)c(C)nc3c2c1	14	4	0.4	2	101	-3	0.83	-4	-20	1534	1
CC(NC(=O)C(C)N1C(=O)C2C3CC(C(Br)C3Br)C2C1=O)c1ccccc1 (stereo unspecified)	-6	-4	4.1	4	98	2	-0.41	4	-5	1613	3
CC(Sc1nc2ccccc2o1)C(=O)O (stereo unspecified)	0	2	-0.3	-6	101	1	-0.66	-3	-3	1404	6
CC1CCN(C(=O)N2c3ccccc3Sc3ccccc32)CC1	-1	0	3.8	0	101	-1	0.031	-1	x	1351	-1
COC(=O)C1=C(C)Nc2nnnn2C1c1ccco1 (stereo unspecified)	3	6	3.0	15	97	-2	-0.11	-5	-12	1581	6
COc1ccc(C(=O)NC(=O)CSc2nnc(-c3ccco3)n2-c2ccccc2)cc1	16	-1	0.7	2	105	-3	1.4	0	-21	1586	-4
NC(=O)c1ccc(NC(=O)C2CCCO2)cc1 (stereo unspecified)	7	7	1.3	4	99	-5	x	7	x	1617	4
N#CCn1nnc(-c2ccc3c(c2)OCO3)n1	10	-1	-0.8	-5	94	0	-0.75	1	-1	1439	10
CCOCC(=O)Nc1ccccc1C(=O)OCC	1	6	-0.6	-1	106	2	x	-8	4	1719	-3
CCc1ccc(S(=O)(=O)Nc2cccc(C3OCCCO3)c2)cc1	3	-6	0.5	-4	97	12	0.25	3	-12	1644	6
CCn1c(CC(=O)Nc2ccccc2OC)nnc1SCC(=O)Nc1ccccc1F	5	4	2.4	5	100	5	-0.47	-1	0	1520	5
COCCn1c(SCC(=O)Nc2cc(C)on2)nc2ccccc21	6	-11	1.7	1	92	11	0.98	3	-4	1589	11
O=C(CSc1nnc(CNc2ccc(F)cc2)n1Cc1ccccc1)N1CCOCC1	11	2	1.6	8	97	-4	0.47	4	-10	1602	6
CCOc1ccc(N2C(=O)c3ccc(C(=O)OCc4c(C)noc4C)cc3C2=O)cc1	8	2	3.2	9	89	-4	x	-5	3	1429	17
Cc1ccc(N2CC(C(=O)Nc3nnc(C(C)C)s3)CC2=O)cc1 (stereo unspecified)	4	-8	0.9	10	100	-1	x	2	12	1610	0
COC(=O)c1cc(NC(=O)C2COc3ccccc3O2)ccc1Cl (stereo unspecified)	-5	6	1.7	-4	86	7	x	3	1	1444	22
CCOC(=O)N1CCC(NC(=O)CC(NS(=O)(=O)c2ccc(Cl)cc2)c2ccco2)CC1 (stereo unspecified)	4	-3	0.4	8	102	-11	0.8	-1	-14	1530	4
CC(=O)c1ccc(NC(=O)C(C)n2nc(-c3ccccc3)c3cc(Cl)ccc32)cc1 (stereo unspecified)	7	-5	6.5	-1	105	5	-0.045	2	-17	1532	-6
O=C(CN(CCc1ccccc1)C(=O)CNS(=O)(=O)c1ccccc1)NCc1ccco1	8	7	-0.4	8	94	-1	x	-3	-4	1559	12
O=Cc1ccc(Oc2cnccn2)cc1	3	-7	0.4	-2	108	-1	0.01	2	-13	1398	-8
O=C(NC1(C(=O)NC2CCCCC2)CCCCC1)c1ccccn1	-1	-3	1.0	0	105	0	-0.17	9	x	1474	0
CCN(CC(=O)Nc1ccc(N2CCOCC2)cc1)C(=O)COc1ccccc1OC	9	8	0.4	-1	108	-15	1.4	0	7	1712	-4
O=C(O)c1ccccc1SCc1cn2cc(Cl)ccc2n1	2	-6	0.2	-3	102	-3	-0.7	2	-12	1417	8
COc1ccc(C(=O)O)cc1S(N)(=O)=O	3	-8	2.0	5	97	-4	0.42	2	-9	1606	6
Cc1ccccc1N1C(N)=NC(N)=NC1(C)C	9	-9	-0.3	5	101	-3	x	2	-33	1589	1
COc1cc2c3c(c1)/C(=C1/SC(NC(C)=O)=NC1=O)C(=O)N3C(C)(C)C=C2C	-3	15	4.5	12	95	2	0.32	-16	-31	1726	10
O=C(Nc1ccc(N2CCOCC2)c2nonc12)C1CCCC1	3	10	3.1	-1	102	-12	1.6	0	x	1563	1
CCN(CC)C(=O)c1c(C)nc2ccccn12	8	8	0.3	5	105	12	-0.019	3	x	1612	-4

Screening results as filed in PubChem BioAssay.
